# FXIa inh 1536 = blocks human coagulation factor XIa protease activity. 220,000 tested, 0.14% active. inhibition, % at 5 µM. P03951. AID 798. purified FXIa, Boc-Glu-Ala-Arg-AMC fluorogenic substrate;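 active = inhibition of at least 40%; inactive = inhibition below 40%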;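 also: fluorescence of freed AMC excited at 355 nm; 0% = enzyme without compound and 100% = no enzyme blank; many of its hits are not listed in these tables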
# FXIIa inh = blocks human coagulation factor XIIa protease activity; P00748; purified FXIIa, Boc-QGR-AMC fluorogenic substrate, 2 h; inhibition, % at 5 µM; 220,000 tested, 0.3% active; in the data active = inhibition above about 40%;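 also: 0% = enzyme with no compound and 100% = blank without enzyme; many of its hits are not listed in these tables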
# CHOP inhibitor = inhibitors of CHOP induction in ER stress response; CHO-K1 CHOP-promoter luciferase, tunicamycin-induced, 15-18 h; 220,000 tested, 3.8% active; inhibition, % at 10 µM; AID 2732;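 active = compounds that reduced the stress-induced luciferase reporter signal by more than about 70% of percent inhibition, limit read from the data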;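 also: 0% = tunicamycin plus vehicle and 100% = wells without tunicamycin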
# PPC-1+TRAIL kill = PPC-1 cancer cell killing with TRAIL present; AID 1443; PPC-1 cells + TRAIL, ATPLite viability luminescence; 220,000 tested, 0.41% active; cell killing (% activity), % at 4 µM;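 active = cell killing above 50% in the first pass at 4 µM, then a duplicate retest at 5 µM averaging 50% or more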;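 also: plate controls were cells with TRAIL plus DMSO for no effect and medium-only wells lacking cells for full effect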
# L929 necroptosis = L929 zVAD cell death inhibition. L929 zVAD necroptosis rescue, ATP luminescence, 24 h; with zVAD 60 µM. viability rescue, % at 10 µM. 220,000 tested, 0.38% active;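 active = activation, scaled between plate controls, above about 75%, limit read from the data; inactive = activation under that limit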;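 also: 0% = zVAD with DMSO and 100% = DMSO alone without zVAD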
# EP2 antag = blocks the human prostaglandin E2 receptor EP2; P43116; C6 glioma cells expressing human EP2, cAMP TR-FRET; cells stimulated with saturating PGE2; inhibition, % at 25 µM; 260,000 tested, 0.52% active;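 active = percent inhibition above 40 after rounding to a whole number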;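 also: rat C6 glioma host cells with rolipram phosphodiesterase inhibitor present; the protocol text gives 20 µM as final concentration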
# Target sequence (P43116 whole entry, looked up): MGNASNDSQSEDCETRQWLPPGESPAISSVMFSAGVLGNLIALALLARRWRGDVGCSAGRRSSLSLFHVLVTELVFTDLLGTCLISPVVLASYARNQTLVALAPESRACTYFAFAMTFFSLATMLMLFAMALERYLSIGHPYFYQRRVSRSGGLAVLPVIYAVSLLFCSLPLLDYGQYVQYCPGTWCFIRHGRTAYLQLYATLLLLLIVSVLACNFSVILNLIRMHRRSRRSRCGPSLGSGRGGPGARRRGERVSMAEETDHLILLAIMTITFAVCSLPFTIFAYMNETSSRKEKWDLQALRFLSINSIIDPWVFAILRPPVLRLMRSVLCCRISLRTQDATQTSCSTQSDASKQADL
# Wee1 stabilizer = blocks degradation of human Wee1 kinase. 220,000 tested, 1.2% active. HeLa Luc-Wee1K328M stability, luciferase luminescence; 100% = proteasome inhibitor MG132 effect. P30291. reporter increase, % at 5 µM;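 active = activation above the mean of all tested compounds plus 3 SD, set per screening run, cut at about 8.8% in these data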;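 also: cells exposed to compound for 20 h before luminescence read; 0% = DMSO alone and 100% = MG132 at 30 µM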
# TNF necrop inh = inhibitors of TNF-alpha induced necroptosis in Jurkat FADD-/- cells; Jurkat FADD-/- TNF necroptosis rescue, ATP luminescence, 24 h; 0 = TNF only, 100 = no-TNF cells; activation (protection from cell death), % at 10 µM; 220,000 tested, 0.068% active; AID 463075;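 active = activation, meaning protection from cell death, of at least 50% relative to plate controls; inactive = activation below 50%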;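 also: necroptosis triggered by 40 ng/mL TNF-alpha added together with compound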
# TbHK1 inh = T. brucei hexokinase 1 inhibition | recombinant TbHK1, G6PDH-coupled NADH A340 | inhibition, % at 10 µM | 220,000 tested, 0.11% active;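 active = inhibition of 50% or more in the single-dose primary screen; inactive = inhibition below 50%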
# The depositor's hits bear a star; nt = not tested or not shown; & = joins results of further samples. Some of the compounds tested; count on the stated rates, not on these rows.
structure	FXIa inh 1536	FXIIa inh	CHOP inhibitor	PPC-1+TRAIL kill	L929 necroptosis	EP2 antag	Wee1 stabilizer	TNF necrop inh	TbHK1 inh
COc1ccc(C(=O)CSc2nc(SC)ns2)cc1OC	-12	6	27	12	0.0	20	-1	-0.1	-2
O=C1c2ccccc2C(=O)N1Cc1ccccn1	3	5	-1	9	0.1	4	0	0.5	1
O=[N+]([O-])c1ccc(O)c2ncccc12	8	9	87*	5	7.2	12	2	-25	11
C=CCOc1ccc(Br)cc1CNCCO	-1	8	13	20	-0.5	8	2	0.4	-8
CCc1ccc(-n2c(SCC(=O)c3ccc4c(c3)NC(=O)CO4)nc3ccccc3c2=O)cc1	-8	5	27	8	-0.2	17	1	-1.4	-10
Cn1c(=O)c(Oc2cc(Cl)cc(Cl)c2)nc2ccccc21	-5	9	17	8	0.9	12	-4	-0.9	-8
c1ccc2c(c1)ncn2Cc1nnc2sc(-c3ccc4c(c3)OCO4)nn12	14	27	3	12	0.3	6	-2	-14	-13
COc1ccc(OC)c(C(=O)COC(=O)c2c(OC)cccc2OC)c1	8	4	4	11	2.2	10	2	-1.2	0
Brc1ccc(OCc2nnc3n2CCC3)cc1	5	10	9	3	-0.7	3	-2	1.2	2
COc1nc(Nc2ccc(-c3nc4ccccc4o3)cc2)nc(N2CCOCC2)n1	nt	nt	nt	nt	1.6	23	1	0.6	-25
COc1cc(/C=N/NC(=O)C[n+]2ccccc2)cc(OC)c1OC	1	5	6	8	0.0	7	-1	0.7	-24
COc1cc(/C=N/n2cnc3scc(-c4cccs4)c3c2=O)cc(OC)c1OC	8	9	56	-4	1.4	2	1	-5.5	-12
CSc1ccccc1NC(=O)c1cc(-c2cccnc2)nc2ccc(Br)cc12	-6	-6	104*	20	2.5	15	-1	-1.6	-13
CC(=C/c1ccccc1)/C=C1/SC(N2CCOCC2)=NC1=O	-1	0	7	7	-0.4	nt	-1	-13	-30
O=C(CN(C(=O)CCC(=O)Nc1nccs1)c1ccc(F)c(Cl)c1)NCc1ccco1	3	10	16	16	-1.0	14	0	-0.4	5
COc1cc(C(=S)N2CCOCC2)ccc1OS(=O)(=O)c1ccccc1[N+](=O)[O-]	-4	3	39	6	0.2	11	1	0.5	17
COC(=O)c1ccc(NC(=O)CSc2nnc(COc3ccccc3)n2C)cc1	-6	0	11	12	0.8	15	0	4.8	6
Cc1nc(C)c(C(=O)C2=C(O)C(=O)N(CCN(C)C)C2c2ccccc2)s1 (stereo unspecified)	-7	-8	32	13	1.4	11	1	-0.6	-39
O=C(NC1CCCCCCC1)C1=COCCO1	-12	-2	-16	6	4.6	9	-2	-0.5	0
Cc1ccc(Cl)cc1NC(=O)COC(=O)C1CCCCC1	-6	12	58	-5	-0.3	9	0	0.8	-2
COc1cc(NC(=O)c2ccco2)c(OC)cc1NC(=O)CCC(=O)Nc1cccc(C)c1C	24	23	10	-9	4.3	4	2	1.5	-17
O=C(O)CCC(=O)N1CCC(n2nnc3cc(C(F)(F)F)ccc32)CC1	2	10	-10	18	0.7	11	0	2.4	-1
O=C(NCC1CCCO1)NC1(C(F)(F)F)Oc2ccccc2O1 (stereo unspecified)	-2	13	29	12	2.2	7	-3	-7.3	44
CCCCOc1ncnc2c1[nH]c1ccc(OC)cc12	-1	0	14	19	0.0	6	2	-1.8	-2
O=C(O)C1CCCN1S(=O)(=O)c1cc(Cl)ccc1Cl (stereo unspecified)	-6	2	11	16	0.4	13	0	-0.4	-6
C[C@@]1([C@@H](NC(=O)c2cccs2)c2ccc(-c3ccccc3)cc2)C[C@H]1C1CCCCC1	6	12	32	10	6.2	5	3	2.4	2
COc1cccc(/C(C#N)=C/c2c(-c3ccc(Cl)cc3)nc3c(C)cccn23)c1	5	15	32	-3	0.1	14	2	-2.4	-16
Cc1cccc(NC(=O)c2cc(NC(=O)CCCC(=O)O)ccc2Cl)n1	7	21	26	4	2.0	5	0	0.0	7
NC(=O)c1c(NC(=O)c2ccc(S(=O)(=O)N3CCOCC3)cc2)sc2c1CCCCC2	20	22	1	10	7.4	4	4	-0.4	-17
Cc1cc2cc(CNC(=O)c3cc4ccccc4o3)ccc2n1C	2	-1	89*	3	0.7	9	4	-1.0	-19
CCC(=O)N1CC2(CC(c3cccc([N+](=O)[O-])c3)=NO2)C[C@H]1C(=O)NCC(N)=O (stereo partly specified)	-5	10	23	-2	0.1	12	3	-2.4	4
COC(=O)CSc1nc2ccccc2n1CC(=O)N(C(C)C)C(C)C	-1	-1	-9	8	0.7	8&10	-2	-1.5	5
O=C(Oc1ccccc1C(=O)N1CCOCC1)c1ccccc1	8	21	-13	-10	0.1	7	-1	-2.0	1
CSc1ccc(S(=O)(=O)Nc2ccc(OCC(=O)N3CCOCC3)cc2)cc1	-1	3	5	4	0.2	13	3	3.7	5
Cc1occc1C(=O)NNC(=O)NC12CC3CC(CC(C3)C1)C2	-4	5	28	11	-1.3	nt	-1	1.8	7
Cc1ccc(NCc2ccco2)cc1C	-4	4	13	4	7.5	8	-1	6.0	0
N#Cc1c(-c2ccccc2)nc(SCC(=O)NC2CCCCC2)[nH]c1=O	4	9	-1	0	1.4	22	2	0.8	-2
O=C(NCc1cccnc1)C(=O)NCC1OCCN1S(=O)(=O)c1cc(F)ccc1F (stereo unspecified)	-4	2	-10	1	0.9	8	-3	0.3	-9
CCOC(=O)N1CCC(N2Cc3cccc(C(=O)NC(C)c4ccc5c(c4)OCCO5)c3C2=O)CC1 (stereo unspecified)	-2	6	24	25	-0.1	11	2	-4.3	-13
COc1ccc(/C=C2/SC(=S)N(CCC(=O)O)C2=O)cc1	5	18	84*	13	-0.2	0	-2	-3.2	0
CCCCN(CCCC)CCCNC(=O)C12CN(Cc3ccccc3)CC1C(c1cccc([N+](=O)[O-])c1)=NO2 (stereo unspecified)	7	9	19	14	0.5	16	0	-2.6	7
COc1ccc(-c2nn(CCC(=O)O)cc2/C=C2\SC(N)=NC2=O)cc1OC	6	7	6	27	1.3	9	-2	1.4	-21
COc1ccc(-c2nnn(CC(=O)N(CC(=O)NCCC(C)C)c3ccccc3)n2)cc1OC	6	16	-11	8	-0.2	7	-3	-4.7	8
S=C(Nc1cccc(Br)c1)c1ccccc1	3	6	31	19	-0.1	4	-1	-0.3	-4
O=C(Nc1nnc(-c2ccco2)s1)C1CCCCC1	5	21	19	-12	0.1	24	0	3.4	3
COc1ccccc1Nc1nc(-c2ccccc2O)nc2ccccc12	-4	4	-38	2	76*	10	3	2.1	-9
COCCn1c(CN2CCC(Cc3ccccc3)CC2)nc2c1c(=O)n(C)c(=O)n2C	-5	-4	39	13	-0.2	18	-2	-7.0	2
COc1cc(NC(=O)c2ccc(F)cc2)c(OC)cc1NC(=O)CN1CCOCC1	-2	8	-11	nt	2.4	6&6	-5	1.4	-9
COc1ccc2c(c1)c(C(=O)CNc1nc(C)cs1)c(C)n2C	-3	10	7	-6	2.0	7	-1	10	-13
Cc1ccc(C(=O)CC(Nc2ccc(F)cc2)c2ccccc2)cc1 (stereo unspecified)	-7	-11	58	-3	-0.7	7	-2	8.8	1
CCc1cc(=O)oc2c(CN3CCN(C)CC3)c(O)c(Cl)cc12	-43	-63	-30	1	0.3	7	1	-0.6	-37
CCOCC(=O)Nc1nnc(COC)s1	7	0	-5	-4	0.2	8	1	0.3	-6
N=c1sccn1CC(=O)Nc1ccccc1Oc1ccccc1	-1	5	-21	9	0.4	11	1	0.1	7
CCOC(=S)SCc1cn2ccc(C)cc2n1	-3	3	-36	15	-0.2	11	0	34	-4
CCCn1c(C)cc(C(=O)COc2ccc(S(=O)(=O)N(CC)CC)cc2[N+](=O)[O-])c1C	-1	6	10	20	0.2	9	1	2.1	16
CCOC(=O)c1cc2cc([N+](=O)[O-])ccc2oc1=O	5	6	-6	8	0.2	5	2	-0.7	-25
Cc1cc(C)n(-c2cc(N3CCN(C(=O)c4ccccc4C)CC3)ccc2[N+](=O)[O-])n1	nt	nt	nt	nt	0.0	9	-1	-4.4	-4
Cc1ccccc1NCC(=O)N/N=C/c1c(C)c(C(=O)c2ccc(Cl)cc2)n2ccccc12	7	6	2	5	1.1	1	-2	1.8	-14
Cc1ccc(S(=O)(=O)N/N=C/c2cccc([N+](=O)[O-])c2)cc1	3	4	-1	2	0.1	7	3	1.5	-4
CCCCOC(=O)Nc1ccccc1C(=O)OC	1	11	37	-9	-0.3	12	2	-0.7	-1

# Carrying on:
structure	FXIa inh 1536	FXIIa inh	CHOP inhibitor	PPC-1+TRAIL kill	L929 necroptosis	EP2 antag	Wee1 stabilizer	TNF necrop inh	TbHK1 inh
O=[N+]([O-])c1ccc(-c2csc(N/N=C/c3cccnc3)n2)cc1	-4	2	-1	11	1.0	10	-3	0.3	-18
CC(=O)Nc1ccc(S(=O)(=O)N2CCN(C(=O)N3CCCCCC3)CC2)cc1	10	8	-16	11	-0.1	13	-2	0.2	6
O=C(CSc1nnc(-c2ccccc2)o1)N1CCN(c2ccccc2)CC1	-6	5	23	0	-0.6	6	-1	-0.3	-2
CSc1cccc(NC(=O)C2CCCN(S(=O)(=O)c3ccc(F)cc3)C2)c1 (stereo unspecified)	-16	-9	41	21	-0.1	17	-1	-2.1	1
NC(=O)c1ccc[n+](CC(=O)c2ccc(F)cc2)c1	-1	7	10	-4	1.1	5	0	0.9	-14
O=C(COc1ccccc1Br)NCc1ccccn1	0	5	-16	25	-0.3	9	-2	0.1	-9
